Bioassay records from PubChem.
M5 PAM – CHRM5 positive allosteric modulation; AID 624038; activation, % at 3 µM; P08912; hit rate 0.3% among 360,000; CHO-K1 hM5, Fluo-8 calcium, ACh EC20 PAM; 0% = ACh EC20, 100% = ACh EC100;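 active means activation above the run cutoff, the mean activation of all test compounds plus 3 SD, cut at about 18% in these data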
Target sequence (P08912 whole entry, looked up): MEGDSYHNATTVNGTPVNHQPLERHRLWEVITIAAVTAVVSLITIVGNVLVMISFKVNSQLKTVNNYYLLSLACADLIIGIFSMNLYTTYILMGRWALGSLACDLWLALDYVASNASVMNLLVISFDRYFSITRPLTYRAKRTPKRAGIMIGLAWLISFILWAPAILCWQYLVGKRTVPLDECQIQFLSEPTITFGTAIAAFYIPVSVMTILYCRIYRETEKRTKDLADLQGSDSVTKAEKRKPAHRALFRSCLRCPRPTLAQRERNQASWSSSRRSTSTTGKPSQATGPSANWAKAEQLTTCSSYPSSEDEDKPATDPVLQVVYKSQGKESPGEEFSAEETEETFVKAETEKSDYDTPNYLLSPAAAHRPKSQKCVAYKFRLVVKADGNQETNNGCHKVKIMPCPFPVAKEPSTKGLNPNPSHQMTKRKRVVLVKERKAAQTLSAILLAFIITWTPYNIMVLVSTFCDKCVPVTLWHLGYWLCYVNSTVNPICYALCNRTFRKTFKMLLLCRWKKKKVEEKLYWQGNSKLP
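System: CHO-K1 cell line with stable human muscarinic M5 receptor expression | Also added: EC20 acetylcholine as agonist stimulus | Compound: One concentration, 3 µM final (nominal) | Timing: Fluo-8 loading 80 min at 37 °C plus 30 min room temperature | Measured by: Fluo-8 calcium dye fluorescence, kinetic read | Read-out basis: % activation, ACh-normalized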
M5 ag – agonists of human muscarinic M5 receptor (CHRM5); P08912; CHO-K1 hM5 cells, Fluo-8 calcium fluorescence; 0% DMSO wells, 100% maximal acetylcholine response; activation, % at 3 µM; hit rate 0.19% among 360,000; AID 624037;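 active means activation above the run's mean over test compounds plus 3 SD, cut at about 23% in these data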;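 further: signal is peak over basal fluorescence ratio across the kinetic read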
CRFR2-BP antag – CRF-BP/CRF-R2 complex antagonism. AID 588475. hit rate 0.59% among 350,000. HEK293 CRF-R2/CRF-BP, CRF-induced calcium fluorescence. inhibition, % at 11.8 µM;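 active means inhibition of the ligand-induced calcium signal above about 50% at the single tested concentration, limit read from the data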
M5 antag – CHRM5 antagonism in calcium assay | inhibition, % at 3 µM | hit rate 0.59% among 360,000 | CHO-hM5 cells, Fluo-8 calcium fluorescence, ACh EC80 | P08912;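 active means inhibition above a per-plate cutoff, the mean of that plate's test compounds plus 3 SD, cut at about 27% in these data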;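 further: 0% = acetylcholine EC80 with DMSO and 100% = DMSO without agonist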
M1 PAM parental – counter-screen for M1 PAMs: effect in parental CHO-K1 cells; ATP EC20, Fluo-8 calcium fluorescence; 0% at ATP EC20, 100% at ATP max; activation, % at 3 µM; hit rate 0.02% among 360,000; AID 602247;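 active means activation above the run cutoff, the mean activation of all test compounds plus 3 SD, cut at about 40% in these data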;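 further: peak over basal fluorescence ratio in a 140 s read after ATP addition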
TAAR1 antag – antagonists of human TAAR1 | Q96RJ0 | CHO RD-HGA16 TAAR1, Fluo-8 calcium fluorescence, antagonist | inhibition, % at 3 µM | hit rate 1.5% among 360,000 | AID 624466;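 active means inhibition above a per-plate cutoff, the mean inhibition of test compounds on that plate plus 3 SD, cut at about 49% in these data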;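 further: 0% = DMSO plus EC80 beta-PEA response and 100% = DMSO alone without agonist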
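Test system: RD-HGA16 CHO cells with stable hTAAR1 and Gα16 / Probe or stimulus: EC80 β-phenethylamine stimulus / Times: seeding 17-24 h prior, 75-min 37 °C, 30-min RT dye loading / Detection: Fluo-8 calcium-sensitive fluorescence / Read-out basis: % inhibition scaled between DMSO and EC80 PEA controls / Repeats: singlicate, one well per test compound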
CHRM4 PAM – CHRM4 positive allosteric modulation; P08173; CHO-K1 hM4/Gqi5, Fluo-8 calcium fluorescence, ACh EC20; 0% = ACh EC20, 100% = maximal ACh; activation, % at 3 µM; hit rate 0.4% among 360,000; AID 624126;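 active means activation above its plate's cutoff, the mean activation of sample wells plus 3 SD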; further: some results filed as inactive read as strong as hits
Target sequence (P08173 whole entry, looked up): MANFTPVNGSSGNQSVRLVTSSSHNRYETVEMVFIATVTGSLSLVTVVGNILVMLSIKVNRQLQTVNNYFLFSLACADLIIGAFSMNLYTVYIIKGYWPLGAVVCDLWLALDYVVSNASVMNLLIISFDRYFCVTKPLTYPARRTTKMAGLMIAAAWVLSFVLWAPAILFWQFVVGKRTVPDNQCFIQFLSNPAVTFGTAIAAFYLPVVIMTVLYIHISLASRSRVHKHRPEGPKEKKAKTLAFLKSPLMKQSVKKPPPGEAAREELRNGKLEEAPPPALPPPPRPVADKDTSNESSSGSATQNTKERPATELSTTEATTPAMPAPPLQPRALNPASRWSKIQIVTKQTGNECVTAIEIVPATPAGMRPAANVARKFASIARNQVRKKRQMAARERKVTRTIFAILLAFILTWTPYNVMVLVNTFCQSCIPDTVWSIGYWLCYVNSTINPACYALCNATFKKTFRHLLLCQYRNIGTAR
TAAR1 agonist – human TAAR1 agonism | AID 624467 | CHO RD-HGA16 TAAR1, Fluo-8 calcium fluorescence; vehicle wells 0%, saturating PEA agonist 100% | hit rate 0.99% among 360,000 | Q96RJ0 | activation, % at 3 µM;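 active means activation above the mean activation of all test compounds in the run plus 3 SD, cut at about 38% in these data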
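Test system: RD-HGA16 (CHO) cells co-expressing Gα16 and hTAAR1; dosing: one-point dosing at 3 µM (nominal); timing: 17-24 h seeding, 75 min 37 °C dye, 30 min RT; signal: kinetic Fluo-8 calcium fluorescence; read-out basis: % activation relative to PEA EC100 response; controls: DMSO and PEA EC100; replicates: n 1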
CRFR2-BP ag – CRF-BP/CRF-R2 complex agonism. HEK293 CRF-R2/CRF-BP, calcium dye fluorescence (FLIPR); percent of saturating CRF peptide response. activation, % at 13.2 µM. hit rate 0.46% among 350,000. AID 588473;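 active means activation of at least 50%, plus an integration ratio under a set limit after plate pattern correction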;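 further: plate controls were neutral control wells without compound for no effect and CRF at EC100 for full effect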
Starred values were filed as active, the others as inactive; / = not tested or not shown.

SMILES	M5 PAM	M5 ag	CRFR2-BP antag	M5 antag	M1 PAM parental	TAAR1 antag	CHRM4 PAM	TAAR1 agonist	CRFR2-BP ag
COc1cc(OC)cc(C(=O)NCC(=O)NCC(c2ccco2)N2CCCCC2)c1 (stereo not drawn)	11	-1	-6	5	15	-6	9	11	-1.5
COc1ccccc1CN(C)C(=O)COC(=O)c1cc(C)oc1C	-2	1	3	8	10	-13	-1	-1	0.4
c1cc(CNCCNCc2ccncc2)ccn1	17	4	0	-14	0	-24	4	12	-1.4
Cc1cc(NS(=O)(=O)c2ccc(NC(=O)/C=C/c3ccco3)cc2)nc(C)n1	0	2	-3	5	6	-12	-5	2	0.7
CCc1nc(SCC(=O)Nc2ccc(OC)cc2[N+](=O)[O-])n[nH]1	-1	-6	-7	-3	-11	-14	-14	0	-1.6
COC(=O)c1scc(C)c1NC(=O)Cc1ccccc1	-1	-1	13	-4	18	-2	7	5	1.9
Cc1ccc(CN(C(=O)c2csnn2)C(C(=O)NC2CCCC2)c2ccccn2)cc1 (stereo not drawn)	0	-1	1	10	5	1	0	-2	1.9
Cc1cc(C(=O)COC(=O)c2ccc[nH]c2=O)c(C)n1-c1ccc(F)cc1	-4	-3	35	3	-3	6	1	-1	0.3
CN(C)C(=O)c1cc(-c2ccccc2)no1	-1	-1	-7	0	8	-8	2	2	-0.9
O=S(=O)(c1ccccc1C(F)(F)F)N1CCN(CC(O)COc2ccccc2F)CC1 (stereo not drawn)	-4	2	-21	16	8	-8	-6	6	3.1
COc1ccc(CNC(=O)c2csc(Cc3ccc(Cl)cc3)n2)cc1	-1	-2	25	14	12	14	0	14	1.4
CC(C)(C)c1ccc(OCCCC(=O)NC2=NCCS2)cc1	0	4	-10	-4	17	-10	-12	22	-0.1
CSc1ccccc1-c1nnc(-c2ccccc2)o1	-1	-7	10	-8	11	4	-3	29	-3.4
Fc1ccc(-[n+]2nc(Nc3ccccc3)sc2-c2ccc(OCc3ccccc3)cc2)cc1	-1	-6	-5	10	12	13	6	4	-1.5
COc1ccc(N(CC(=O)Nc2c(C)n(C)n(-c3ccccc3)c2=O)S(=O)(=O)c2ccc(C)cc2)cc1OC	1	-3	5	5	17	-4	5	-2	-0.5
COc1ccc2ccccc2c1/C=N\n1c(C)cc(C)c(C(N)=O)c1=O	-1	-1	-6	1	-4	9	3	3	-1.4
COc1ccc(N2CCN(C(CNC(=O)C(C)C)c3ccc4c(c3)OCO4)CC2)cc1 (stereo not drawn)	4	-8	-7	-3	0	-16	-1	2	-0.9
CCn1c(=O)c2c(cnn2C)c2ccccc21	-5	-5	-32	-5	3	4	-3	4	-1.9
CCOC(=O)c1sc(=S)n(-c2ccccc2Cl)c1SC	-27	-7	2	23	4	21	-16	0	3.1
CC(C)NC(=O)Cn1c(SCC(=O)N2CCCc3ccccc32)nc2ccccc21	-6	1	-2	-1	4	-7	1	7	0.2
COc1ccccc1C(=O)N1CC2(C)CC1CC(C)(C)C2 (stereo not drawn)	1	-4	21	-1	7	-13	8	1	-4.2
CCSc1nnc(NC(=O)CSC2=NN3CCCC(=O)N=C3S2)s1	8	0	-9	-3	2	4	6	3	3.0
O=C(NC(=S)NCCCN1CCOCC1)c1ccc(Br)cc1	3	-2	8	2	20	-13	3	1	-0.7
Cc1ccc(NC(=O)c2cnccn2)c(OC(F)F)c1	-10	-6	13	14	-2	2	1	2	-1.4
CCOC(=O)C1CCN(C(=O)COC(=O)c2ccc3[nH]c4c(c3c2)CCCC4)CC1	-2	4	-5	10	2	17	0	7	-1.8
CCOC(=O)C(=O)Nc1nc(-c2ccccc2)c(CC)s1	9	-6	-2	-4	11	7	4	2	-1.0
Cc1cccc2c(N=Nc3ccc(S(=O)(=O)Nc4cccc(Cl)c4)cc3[N+](=O)[O-])c(O)[nH]c12	11	2	-13	-13	19	-12	14	-1	-1.5
Cc1ccsc1/C=N/NC(=O)c1nnn(-c2nonc2N)c1C	-2	-3	-5	-3	10	-4	5	3	-0.2
Cc1cc(Cl)ccc1OCCCC(=O)NCc1ccncc1	-6	-2	-14	1	16	3	-6	7	-1.4
Cc1ccc(CN2CCC(n3nccc3NC(=O)CCOc3ccccc3)CC2)o1	1	-2	-8	3	-23	13	-2	1	0.8
COc1ccc(CCN(C)C(=O)C2CC(=O)N(Cc3ccc(C)cc3)C2)cc1OC (stereo not drawn)	3	-1	-2	6	-1	0	8	10	-0.5
CCOC(=O)[C@]12CCCC=C1N(Cc1ccccc1)C(=O)[C@H](CC(=O)NCc1ccc(C)o1)C2	11	1	/	-5	/	-41	7	7	/
O=C(CSc1nc2ccccc2o1)N/N=C/c1ccccc1	-4	-4	27	0	-1	-14	-1	7	0.2
Cc1cc(C(=O)OCC(=O)NCc2ccco2)c(C)o1	6	0	-12	9	12	-3	1	-1	24
O=[N+]([O-])c1ccc(COc2ccc(-c3[nH]ncc3-c3ccc(Cl)cc3)c(O)c2)cc1	-6	1	-15	10	-10	5	-8	6	-2.6
O=C(O)c1ccc2c(c1)C(=O)N(c1nccs1)C2=O	8	4	-5	-8	-14	12	-6	2	0.2
COc1ccc(C2OC[C@H]3O[C@H](O)[C@H](NC(C)=O)[C@@H](O)[C@@H]3O2)cc1 (stereo partly drawn)	4	0	-9	-1	7	-3	12	4	0.6
CC(=O)Nc1cccc(C(=O)NC2CCCc3c2cnn3-c2cc(C)cc(C)c2)c1 (stereo not drawn)	-6	-3	24	14	-3	-2	-4	0	-2.3
CC1CC2(C)Oc3ccccc3CC2C(C)C1CNCCCN(C)C (stereo not drawn)	-7	-10	-6	7	-4	0	-7	0	-0.7
CC(/C=N/NC(=O)Cn1cnc2c1c(=O)n(C)c(=O)n2C)=C\c1ccco1	-8	-3	13	11	-21	-31	-5	3	-0.1
Cn1c(N)c(C(=O)COC(=O)COc2cccc(Br)c2)c(=O)n(C)c1=O	-2	-2	-2	0	-12	-7	5	17	0.8
Cc1ccc(O)c(C(=O)c2cnc3c(c2)c(-c2ccc(F)cc2)c(C#N)c(=O)n3C)c1	5	0	-6	2	21	-34	-5	11	-0.2
COC(=O)CSc1nc(N)c(C#N)c(C(C)C)c1C#N	1	2	7	-2	5	-15	8	9	-1.4
COc1ccc(NC(=S)N(CCCN2CCCC(C)C2)Cc2cccs2)cc1 (stereo not drawn)	3	-17	-2	2	-18	-39	-11	2	0.9
C=CCOc1ccccc1CNCc1ccc(F)cc1	-11	-7	-1	5	-1	-9	-5	2	0.7
Cc1cc(N2C(=O)C3C4CC(c5ccccc5)C(C4)C3C2=O)no1 (stereo not drawn)	-3	-1	0	2	18	11	4	4	2.1
C=C1/C=C(\C)C(C)(O)CC(O)CC(=O)C(O)C(O)C(C)CC(C)OC(=O)/C(C)=C/CC/C=C/C(OC)C(O)CC(C)C1 (stereo not drawn)	-15	3	-8	17	8	/	-8	/	-0.4
CC(C)c1ccc(NC(=O)Nc2cc3sccc3n2C)cc1	-5	1	-2	3	16	-12	-1	0	-0.3
COc1ccc(NC(=O)C2CCC2)cc1S(=O)(=O)Nc1cc(C)ccc1Br	5	20	24	13	9	31	-4	10	-0.7
CC(C)(O)C#Cc1ccc(C(=O)N2CCCC(CNS(=O)(=O)c3cccs3)C2)o1 (stereo not drawn)	-5	-1	-6	7	-21	-4	-2	2	23
Oc1c(C(c2cccs2)N2CCN(c3ccc(F)cc3)CC2)sc2ncnn12 (stereo not drawn)	-5	1	-3	1	-7	17	-2	2	0.3
C=CCn1c(SCCOc2ccc(OC)cc2)nnc1C(NC(=O)c1ccc(OC)cc1)C(C)C (stereo not drawn)	-3	-3	19	-2	11	2	11	12	-2.0
O=C(Nc1ccc(F)cc1)c1cc(-c2ccncc2)nc2c(Cl)cccc12	-6	-3	-17	13	-6	-2	3	0	-1.1
O=C(NCCN1C(=O)S/C(=C\c2cccnc2)C1=O)C1CC(=O)N(Cc2ccco2)C1 (stereo not drawn)	1	-2	0	-13	-7	-5	9	10	-0.5
COc1ccccc1Oc1ncnc2sccc12	11	-4	-10	6	8	-15	-4	2	-6.2
COc1cc(C(=O)OCc2cccc(S(=O)(=O)N3CCOCC3)c2)ccc1OCC(C)C	-4	-1	0	-8	-11	-18	1	-1	-0.1
C=CCn1cc(CN2CCC(C(=O)Nc3cccc(-c4cccc(F)c4)c3)CC2)c(C)n1	-3	-4	-8	14	11	-27	-2	9	0.5
O=C(COc1ccc([N+](=O)[O-])cc1)Nc1cccc(C(=O)Nc2ccccc2C(=O)O)c1	3	-2	-5	-2	6	-67	9	-1	-1.6
O=C(Cn1nc(C(=O)O)c2ccccc2c1=O)Nc1ccc(F)cc1F	-1	-3	0	10	-3	1	-3	8	0.6
CC1CCN(C(=O)CSc2nnc(Cn3c(=O)sc4ccccc43)n2C)CC1	0	0	4	-4	9	-1	2	-1	-0.7
Additional structures.
SMILES	M5 PAM	M5 ag	CRFR2-BP antag	M5 antag	M1 PAM parental	TAAR1 antag	CHRM4 PAM	TAAR1 agonist	CRFR2-BP ag
COc1cc(N2C(=O)CC3(CCCC3)CC2=O)cc(OC)c1OC	-3	1	-3	11	16	-17	-23	2	0.7
Clc1ccc(-c2n[nH]c3c2CCCC3)cc1	1	-3	-20	-2	22	-28	9	17	-1.2
Cc1c(Cl)c([N+](=O)[O-])nn1CC(=O)NC(C)c1ccccc1 (stereo not drawn)	-3	2	-4	12	-8	-10	-1	0	1.7
Cc1c(NC(=O)CN2C(=O)NC(CCc3ccccc3)C2=O)c(=O)n(-c2ccccc2)n1C (stereo not drawn)	-12	0	-5	13	1	-9	-14	1	-1.7
Cc1c(C(=O)c2ccc(F)cc2)c2ccccn2c1CCc1ccccn1	-7	-3	3	0	-8	14	-1	3	1.9
CC(C)N1CC(C(=O)Nc2ccc(F)c(Cl)c2)CC1=O (stereo not drawn)	-2	2	2	0	17	-12	-4	8	0.0
Cc1ccc(NC(=O)COC(=O)CN2C(=O)c3ccccc3C2=O)cc1S(=O)(=O)N(C)C	-2	-2	-4	9	13	-16	-3	1	1.4

Of the compounds above, these contain bromine:
SMILES	M5 PAM	M5 ag	CRFR2-BP antag	M5 antag	M1 PAM parental	TAAR1 antag	CHRM4 PAM	TAAR1 agonist	CRFR2-BP ag
O=C(NC(=S)NCCCN1CCOCC1)c1ccc(Br)cc1	3	-2	8	2	20	-13	3	1	-0.7
Cn1c(N)c(C(=O)COC(=O)COc2cccc(Br)c2)c(=O)n(C)c1=O	-2	-2	-2	0	-12	-7	5	17	0.8
COc1ccc(NC(=O)C2CCC2)cc1S(=O)(=O)Nc1cc(C)ccc1Br	5	20	24	13	9	31	-4	10	-0.7
